CD11b adhes enh: enhancers of human CD11b/CD18 binding to fibrinogen; 93,000 tested, 0.07% active; P05107+P11215; K562 CD11b/CD18 adhesion to fibrinogen, ATPlite luminescence; AID 1499; activation, % at 10 µM;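 active = 10 µM primary screen giving 50% or more activity, confirmed by 40% or more on retest at that dose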; note: strong numbers were not always called active; reference of the scale not given here
Ecoli WT expand: blocks growth of wild type E. coli BW25113; growth inhibition, % at 100 µM; 98,000 tested, 0.15% active; OD600 absorbance; AID 710;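 active = growth inhibition above about 50% at one test dose, limit read from the data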;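 note: growth measured after 20 h incubation at 37 °C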
PLAP act: human PLAP activation | P05187 | purified PLAP enzyme, luminescent substrate read-out; hits give high values | activation fold at 20 µM | 96,000 tested, 1.2% active | AID 696; in the data active = activation fold above about 2
Mac1 fbg inh: inhibitors of human CD11b/CD18 binding to fibrinogen | AID 1497 | inhibition, % at 10 µM | P05107+P11215 | K562 CD11b/CD18 adhesion to fibrinogen, ATPlite luminescence; Mn2+ added to activate the integrin | 93,000 tested, 0.54% active;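 active = primary inhibition of 50% or more at 10 µM, then 40% or more on retest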; note: some results filed as inactive read as strong as hits
FAK inh: blocks human focal adhesion kinase activity; inhibition, %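 (tested at 7 µM)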; 97,000 tested, 0.84% active; AID 727; biochemical FAK kinase activity assay; in the data active = inhibition above about 19%;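 note: 0% = DMSO and 100% = reference compound high control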
MT1-MMP txn act: MT1-MMP promoter transcription activation; HT1080 MT1-MMP promoter luciferase reporter, luminescence, overnight; hits give high values; activation factor at 10 µM; 86,000 tested, 0.16% active;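 active = activation factor of at least 2 for MT1-MMP transcription at 10 µM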
ERa coact pot: ER-alpha (human) coactivator binding potentiation. P03372. TR-FRET ERalpha-LBD/SRC-Cy5 coactivator binding, 2 h; 100 = basal binding, no effect. AID 639. coactivator binding (% of control), % at 25.6 µM. 86,000 tested, 1.3% active; in the data active = activity above about 200%;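 note: binding measured in presence of low estradiol as agonist stimulus; 0% = peptide alone without receptor and 100% = receptor with peptide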
Target sequence (P03372 whole entry, looked up, the tested form may be a part): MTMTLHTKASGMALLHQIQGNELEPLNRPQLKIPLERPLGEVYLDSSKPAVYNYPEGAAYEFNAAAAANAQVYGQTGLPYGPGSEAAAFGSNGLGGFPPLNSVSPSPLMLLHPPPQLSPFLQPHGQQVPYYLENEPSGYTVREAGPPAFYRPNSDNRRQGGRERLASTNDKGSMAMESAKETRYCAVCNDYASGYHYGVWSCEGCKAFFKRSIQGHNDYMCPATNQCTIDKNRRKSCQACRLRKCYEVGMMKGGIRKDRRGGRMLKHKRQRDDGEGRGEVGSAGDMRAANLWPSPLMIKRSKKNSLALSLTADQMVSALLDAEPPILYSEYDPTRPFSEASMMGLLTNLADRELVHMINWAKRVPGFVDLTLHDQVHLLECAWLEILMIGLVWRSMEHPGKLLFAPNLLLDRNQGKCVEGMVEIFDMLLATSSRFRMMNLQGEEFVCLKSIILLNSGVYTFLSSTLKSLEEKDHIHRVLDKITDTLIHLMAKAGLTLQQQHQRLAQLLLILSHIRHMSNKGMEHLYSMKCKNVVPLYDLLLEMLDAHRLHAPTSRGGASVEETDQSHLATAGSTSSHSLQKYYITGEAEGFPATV
ERa SRC1 inh: blocks coactivator binding to human estrogen receptor alpha. inhibition, % at 25.6 µM. 86,000 tested, 1.7% active. P03372. TR-FRET ER-alpha LBD / SRC-1 peptide, estradiol-bound; in the data active = inhibition above about 50%;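 note: 0% = receptor plus peptide control and 100% = peptide only without receptor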
ERb SRC1 inh: blocks coactivator binding to human estrogen receptor beta; Q92731; TR-FRET ER-beta LBD / SRC1-Cy5 peptide binding; receptor agonist-loaded with 1 µM estradiol; inhibition, % at 25.6 µM; 86,000 tested, 1.3% active;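 active = compounds whose percent inhibition of the receptor-coactivator binding signal exceeds about 50% in the single-dose screen, limit read from the data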;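 note: 0% = receptor plus peptide wells without compound and 100% = peptide-only wells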
Target sequence (Q92731 whole entry, looked up, the tested form may be a part): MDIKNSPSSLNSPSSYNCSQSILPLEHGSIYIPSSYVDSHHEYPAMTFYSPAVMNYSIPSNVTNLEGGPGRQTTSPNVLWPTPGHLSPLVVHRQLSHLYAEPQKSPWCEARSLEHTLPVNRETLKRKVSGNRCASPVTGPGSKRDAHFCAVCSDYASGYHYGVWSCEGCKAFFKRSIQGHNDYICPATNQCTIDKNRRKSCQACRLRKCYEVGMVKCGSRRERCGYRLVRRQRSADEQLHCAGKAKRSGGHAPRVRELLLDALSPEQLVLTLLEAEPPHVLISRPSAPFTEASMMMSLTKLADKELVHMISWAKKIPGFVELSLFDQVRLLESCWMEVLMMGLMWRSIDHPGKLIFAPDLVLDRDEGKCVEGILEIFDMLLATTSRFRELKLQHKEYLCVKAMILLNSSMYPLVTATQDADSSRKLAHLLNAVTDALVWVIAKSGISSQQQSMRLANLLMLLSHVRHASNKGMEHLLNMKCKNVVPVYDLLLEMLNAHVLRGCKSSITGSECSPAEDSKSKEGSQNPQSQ
An asterisk follows results filed as active; · = not tested or not shown; + = active, no number; [ ] = dose if it differs, or a comment.

SMILES,CD11b adhes enh,Ecoli WT expand,PLAP act,Mac1 fbg inh,FAK inh,MT1-MMP txn act,ERa coact pot,ERa SRC1 inh,ERb SRC1 inh
O=C(c1ccccc1)N1CCCCC(S(=O)(=O)c2ccc3ccccc3c2)C1=O (stereo unspecified),0,-23,1.4,9,1,1,90,12,2
COc1cccc(C2=CC(c3cccs3)n3nnnc3N2)c1 (stereo unspecified),-1,3,0.9,10,0,1.1,100,-5,-6
CN(C)c1nc(N)nc(CSc2ccccn2)n1,-4,-1,0.9,-2,1,1.1,104,-2,-6
CCSc1nc2c(c(=O)[nH]c(=O)n2C)n1CC(O)COc1ccccc1C (stereo unspecified),-4,6,1.5,11,3,1.2,·,·,·
CCn1nnc(NC(=O)c2cccnc2Cl)n1,2,-1,0.8,-16,2,·,103[fluorescence artefact?],-5,-2
CCOC(=O)c1ccccc1NC(=O)c1c(O)c2ccccc2n(CC)c1=O,15,-19,1.4,-29,4,1.1,111,4,4
Cc1c(C#N)c2ncn(CC#N)c(=O)c2n1-c1ccccc1,-3,2,1.1,-22,-1,·,·,·,·
CCOC(=O)C1CCN(C(=O)CN(c2cccc(C(F)(F)F)c2)S(C)(=O)=O)CC1,0,-5,1.2,-9,3,1,108[fluorescence artefact?],-6,-7[fluorescence artefact?]
CC(c1ccccc1)N1CC(C(=O)N2CCN(c3ccccc3)CC2)CC1=O (stereo unspecified),-6,-7,1.3,-13,0,1,138,1,-3[fluorescence artefact?]
Cc1csc(NC(=O)CSc2nnc(-c3cccs3)n2C)n1,-1,10,1,-2,-13,1.1,89,6,-1
CCn1c(C(O)c2ccc3c(c2)OCO3)nc2ccccc21 (stereo unspecified),1,7,1.8,3,4,1.2,97,-1,-2[fluorescence artefact?]
O=C(NCCN1CCOCC1)c1ccc(Cl)c(S(=O)(=O)N2CCCCCC2)c1,-3,-7,1.7,22,·,1.2,97,-3,-6
Clc1ccccc1-c1ccc(/C=N/n2cnnc2)o1,0,1,1,-7,-4,1.1,114[fluorescence artefact?],31,41
CCOC(=O)N1CCN(C(=O)c2cccc(NC(=O)c3ccco3)c2)CC1,-3,-1,1,-18,1,1.2,109[fluorescence artefact?],13,1
COc1cccc(-c2ncc3ccccn23)c1,·,·,·,·,-1,1.4,97[fluorescence artefact?],1[fluorescence artefact?],18[fluorescence artefact?]
CCOC(=O)C(CCC(=O)O)(CCC(C)C)c1csc(N)n1 (stereo unspecified),-4,0,1.2,-5,-3,1,+[fluorescence artefact?],-10,-15
CCOc1ccc2[nH]c(=O)c(CN(Cc3ccc(C)cc3)C(=O)N3CCCC3)cc2c1,4,-7,0.9,12,-3,1.1,100,-2,-3
CCOC(=O)c1cnn(-c2ccccc2)c1-n1cccc1C(=O)C(=O)Nc1ccc(OC)cc1,-1,-16,1.2,-9,-2,·,·,·,·
CCOC(=O)c1[nH]c2ccc(OC)cc2c1N=CN(C)C,-2,4,1,-3,-2,1.3,103,-8,2
N#Cc1ccc(N2CCN(c3ccc(F)cc3)CC2)cc1,·,·,·,·,0,1,98,2,-3

In a second layout: entries from further up.
> COc1cccc(-c2ncc3ccccn23)c1
  CD11b adhes enh: ·	Ecoli WT expand: ·	PLAP act: ·	Mac1 fbg inh: ·	FAK inh: -1	MT1-MMP txn act: 1.4	ERa coact pot: 97[fluorescence artefact?]	ERa SRC1 inh: 1[fluorescence artefact?]	ERb SRC1 inh: 18[fluorescence artefact?]

> CCOC(=O)c1cnn(-c2ccccc2)c1-n1cccc1C(=O)C(=O)Nc1ccc(OC)cc1
  CD11b adhes enh: -1	Ecoli WT expand: -16	PLAP act: 1.2	Mac1 fbg inh: -9	FAK inh: -2	MT1-MMP txn act: ·	ERa coact pot: ·	ERa SRC1 inh: ·	ERb SRC1 inh: ·

> O=C(NCCN1CCOCC1)c1ccc(Cl)c(S(=O)(=O)N2CCCCCC2)c1
  CD11b adhes enh: -3	Ecoli WT expand: -7	PLAP act: 1.7	Mac1 fbg inh: 22	FAK inh: ·	MT1-MMP txn act: 1.2	ERa coact pot: 97	ERa SRC1 inh: -3	ERb SRC1 inh: -6

> Clc1ccccc1-c1ccc(/C=N/n2cnnc2)o1
  CD11b adhes enh: 0	Ecoli WT expand: 1	PLAP act: 1	Mac1 fbg inh: -7	FAK inh: -4	MT1-MMP txn act: 1.1	ERa coact pot: 114[fluorescence artefact?]	ERa SRC1 inh: 31	ERb SRC1 inh: 41

(list continues)
SMILES,CD11b adhes enh,Ecoli WT expand,PLAP act,Mac1 fbg inh,FAK inh,MT1-MMP txn act,ERa coact pot,ERa SRC1 inh,ERb SRC1 inh
C=CCn1c(=O)/c(=C2/SC(C)=C(C)N2CC)s/c1=C1/C(=O)N(CC)C(=S)N1c1ccccc1,-4,7,1,8,-1,·,61[fluorescence artefact?],11,9
COc1ccc(-c2nc(-c3cccc(C)c3)no2)cc1OC,·,·,·,·,1,1.5,173[fluorescence artefact?],-29[fluorescence artefact?],-7[fluorescence artefact?]
CCN(CC)CCCn1c(C)cc2c(c1=O)C(c1ccc(OC)c(OC)c1OC)C(C#N)=C(N)O2 (stereo unspecified),·,-3,·,·,2,1,125,-14,-13
O=C(NC1CCCCC1)N1CCN(C(c2ccccc2)c2ccccc2)CC1,4,-5,1.2,19,-3,1.1,114[fluorescence artefact?],-1,-12
O=C1c2cccc3c(N4CCCCC4)ccc(c23)C(=O)N1CCO,-2,-6,0.8,1,4,·,·,·,·
Cc1cc(CC(=O)O)c(C)cc1CC(=O)O,0,-9,1,9,9,1,119,2,-11
O=C(OCC(=O)N1CCN(C(=O)c2ccco2)CC1)c1ccccc1OCc1ccc(Cl)cc1,3,-16,1.6,-10,·,1.2,91,21,6
O=C(Nc1cccc(Cl)c1Cl)c1ccncc1,-5,-2,0.8,-8,-2,·,99,54*[fluorescence artefact?],-4
CCn1c(CC(=O)Nc2ccccc2F)nnc1SCC(=O)N1CCN(c2ccccc2)CC1,0,-4,1.2,-19,1,1.1,113[fluorescence artefact?],-21,-19
CCOc1ccccc1OCC(O)CNC (stereo unspecified),-2,0,1,-6,-1,1,93,-5,-7
Cc1ccc(C(=O)C2CCN(CC(=O)Nc3ccc4c(c3)OCCO4)CC2)cc1,2,0,1.6,-7,4,1.1,100[fluorescence artefact?],1,10[fluorescence artefact?]
CC(C)CNC(=O)COC(=O)c1ccc(Cl)c(S(N)(=O)=O)c1,-3,10,1,10,-2,·,·,·,·
COc1ccccc1Nc1nc(N)nc(CN(C)C2CCCCC2)n1,-2,10,1.3,11,0,1.1,101,3,9
O=C(NCCN1C(=O)C2C3C=CC(C3)C2C1=O)Nc1cccnc1 (stereo unspecified),1,-1,1,-5,-1,1,128,-1,-1
Cc1nn(C)cc1CNC(=O)c1cccc(Br)c1,·,·,·,·,0,1.2,112,-9,7
Cc1ccc2nc3c(cc(C#N)c(=O)n3-c3nccs3)c(=O)n2c1,-1,-6,1.1,0,·,1.1,·,·,·
CC(C)OC(=O)Cn1c(=O)oc2ccccc21,-1,5,0.8,-7,-2,1.1,87,-5,1
COC(=O)c1nn(-c2ccc(Cl)cc2)c(=O)cc1Sc1ccccn1,1,3,0.9,-29,-1,·,·,·,·
Cc1cccc(C)c1OCC(=O)Nc1ncn[nH]1,2,1,·,-7,1,1.1,111,1,16
Cc1ccc(NC(=O)CSc2nc(-c3ccco3)cc(C(F)(F)F)n2)cc1C,·,·,·,·,0,1,114,-1,-4[fluorescence artefact?]
Cc1nc(NC(=O)COC(=O)C(NC(=O)c2ccco2)C(C)C)c(Cl)cc1Cl (stereo unspecified),-4,5,1.5,-6,-7,1.1,98,-5,2
O=C(CN1C(=O)C2C3C=CC(C3)C2C1=O)Nc1nc2ccccc2[nH]1 (stereo unspecified),2,0,1.8,-25,1,1.3,99,0,-23
c1ccc(Cc2ccc(OCCn3cncn3)cc2)cc1,2,16,1.3,-17,3,1.3,96,-5,3
CCC(C)N1CC(C(=O)O)CC1=O (stereo unspecified),-3,9,0.8,-8,0,·,103,1,-6
COc1cc([N+](=O)[O-])cc(CN2CCCCC2)c1O,-2,2,0.8,-6,-7,·,·,·,·
CC1(c2ccncc2)Nc2ccccc2-c2nc3ccccc3n21 (stereo unspecified),-6,-1,0.9,-17,1,1.1,114,-13,-13
COc1ccc(-c2cc(C(F)(F)F)nc(SCC(N)=O)n2)cc1,3,-3,1.2,18,-1,1.1,106,-1,37
Cc1ccc(Oc2nccc(-c3ccc(Cl)cc3)n2)cc1,1,0,1,-13,5,·,·,·,·
CCOc1cccc(=O)c2c(C)n(CC3CCCO3)c(C)c12 (stereo unspecified),-4,5,1.1,-6,-8,1.3,95[fluorescence artefact?],2[fluorescence artefact?],15[fluorescence artefact?]
CCOC(=O)c1c2n(c3ccc(O)cc13)CCCCC2,2,7,1,·,2,1.1,107,-3,1
CCOC(=O)c1sc2cc([N+](=O)[O-])cc(SCC(=O)OC)c2c1N,2,1,1.2,-5,3,·,·,·,·
COc1ccc2c(c1[N+](=O)[O-])CCC/C2=N/OC(=O)c1cccc2ccccc12,-1,-6,0.9,3,3,0.9,80,7,11
O=C(Cn1ccc2ccccc2c1=O)NCCC(=O)N1CCN(c2cccc(Cl)c2)CC1,-4,-8,1.7,1,1,1,100,-4,-2
O=C(Cn1cnc2c(nnn2Cc2ccc(F)cc2)c1=O)N1CCN(c2ccccc2)CC1,·,-5,1.2,·,-4,1.1,106,1,-3
Cc1csc2c(C#N)c(=O)c3c(n12)CCC3,1,12,1,3,1,1.1,75,12[fluorescence artefact?],14
c1coc(CNCC2OCCc3ccccc32)c1 (stereo unspecified),0,5,1,-5,5,1,117,-23,-16
COc1ccc2c(c1)OCC1=C2CCC2(C)C(=O)CC=C12 (stereo unspecified),8,-1,1.1,-12,8,1.3,90[fluorescence artefact?],-2[fluorescence artefact?],3[fluorescence artefact?]
COCCCNC(=O)Cn1nnc(-c2ccccc2NC(=O)c2ccc(F)cc2)n1,-7,-2,0.9,-5,-1,1,131,-16[fluorescence artefact?],0[fluorescence artefact?]
Cc1ccc(Nc2nnc(SCC(=O)NCc3ccco3)s2)cc1,2,-5,0.7,16,·,1.2,74[fluorescence artefact?],68*,49
O=C(COC(=O)c1ccc(S(=O)(=O)NCc2ccco2)cc1)NC1CCCCC1,3,-11,0.9,-28,0,·,·,·,·
CC(C)OC(=O)c1ccc(N2C(=O)C3CC=CCC3C2=O)cc1 (stereo unspecified),7,-1,0.8,-8,0,1.2,143[fluorescence artefact?],-10,-3[fluorescence artefact?]
Cc1ccccc1NC(=O)Cn1cnc2c1c(=O)n(C)c(=O)n2C,·,1,1,·,4,1.1,97[fluorescence artefact?],-9,62*
Cc1cc(C)c(S(=O)(=O)N(CC(=O)NCc2cccnc2)C2CCCCC2)c(C)c1,3,8,2.3*,-1,-3,1,110,2,9[fluorescence artefact?]
COc1ccc(C2CC(=O)C3=C(C2)Nc2ncnn2C3c2ccccc2C)cc1 (stereo unspecified),0,2,1,-16,-1,1,114,7[fluorescence artefact?],-6[fluorescence artefact?]
O=C(NCC1CCCO1)C1CCN(S(=O)(=O)Cc2ccccc2)CC1 (stereo unspecified),3,-5,1.2,-18,6,1.1,119,2,5
COc1cc(NC(=O)Cn2nc(Cc3cccnc3)c3ccccc3c2=O)cc(OC)c1OC,0,0,1.6,-4,6,·,105,-8,-7
O=C(OCN1C(=O)c2ccccc2C1=O)C1CCCCC1,-1,-4,1.1,-11,0,1,106,-8,1
CCN(CCCNC(=O)CNC(=O)Cn1cnc2ccccc2c1=O)c1cccc(C)c1,7,-9,1.2,1,·,1.2,113,-3[fluorescence artefact?],2[fluorescence artefact?]
COc1ccc([N+](=O)[O-])cc1COc1ccc2c(-c3ccccc3)cc(=O)oc2c1,26,3,1.1,16,-2,·,·,·,·
CCn1c(SCC(=O)Nc2cc(OC)c(OC)c(OC)c2)nnc1-c1cccs1,-2,-1,1.7,0,2,1.1,104,5[fluorescence artefact?],3[fluorescence artefact?]
COc1cc(N(C)C)c(NC(C)=O)cc1C(=O)O,2,-3,0.9,-8,-1,1,123,-15[fluorescence artefact?],-6
CC(NC(=O)CSc1nc2ccccc2n1CCC#N)c1ccc(F)cc1 (stereo unspecified),0,3,1,-38,0,1,87,-6,-1
CCOc1ccccc1C1C(C(=O)OC)=C(N)OC2=C1C(=O)CCC2 (stereo unspecified),-3,2,1.1,16,·,1.2,88,0,11

Screening results (PubChem)
